# Screening results as filed in PubChem BioAssay.
# IMPase Li inh – cell-permeable IMPase inhibitors with lithium potentiation. CHO-M1 cells, IP1 TR-FRET (IP-One), carbachol + lithium. Potency, µM (top dose mostly 59.4 µM), for inactives: at the top dose activity, negative = IMPase inhibition, actives largely listed as inhibitors. hit rate 0.35% among 210,000. AID 1457;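 also: IP1 builds up when IMPase is blocked and the TR-FRET signal falls; potency is read from the fitted curve at half-maximal effect; plate controls were basal vehicle for no effect and high inhibitor control for full effect; nearly all actives have a fitted effect of over 50% in size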
#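 CHO cells stably expressing M1 receptor (2000/well) were cultured 16–30 h, then exposed to compounds with a small lithium addition for 30 min at 37C. IP1 was measured by TR-FRET competition; AC50 from Hill fits.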
# Epigenetic derep – derepresses silenced GFP reporter in murine cells; murine LDR cells, GFP reporter derepression, 30 h; Potency, µM (highest dose often 53.9 µM), for the others: top-dose GFP activation, actives largely listed as activators; hit rate 0.2% among 280,000; AID 1865; also: potency is read from the fitted curve at half-maximal effect; % of control where 0% means no effect; nearly all actives have a fitted effect of over 60% in size
#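 Murine LDR cells bearing a silenced CMV-driven GFP reporter were exposed to compound for 30 h at 37 C. After PBS washes, GFP-positive cells (20-120 um objects) counted by laser-scanning microplate cytometry.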
# NPSR antagonist – blocks cAMP signaling of the human neuropeptide S receptor | Q6W5P4 | CHO-NPSR cells, cAMP TR-FRET, antagonist mode | Potency, µM (highest dose often 38.3 µM), inactives show at the highest dose activity change, negative = inhibition, most hits filed as inhibitors | hit rate 1% among 220,000; also: potency is read from the fitted curve at half-maximal effect; % is scaled to controls: 0 for no effect and ±100 for the full control effect; nearly all actives have a fitted effect of over 50% in size; many of its hits are not listed in these tables
# Target sequence (Q6W5P4 whole entry, looked up): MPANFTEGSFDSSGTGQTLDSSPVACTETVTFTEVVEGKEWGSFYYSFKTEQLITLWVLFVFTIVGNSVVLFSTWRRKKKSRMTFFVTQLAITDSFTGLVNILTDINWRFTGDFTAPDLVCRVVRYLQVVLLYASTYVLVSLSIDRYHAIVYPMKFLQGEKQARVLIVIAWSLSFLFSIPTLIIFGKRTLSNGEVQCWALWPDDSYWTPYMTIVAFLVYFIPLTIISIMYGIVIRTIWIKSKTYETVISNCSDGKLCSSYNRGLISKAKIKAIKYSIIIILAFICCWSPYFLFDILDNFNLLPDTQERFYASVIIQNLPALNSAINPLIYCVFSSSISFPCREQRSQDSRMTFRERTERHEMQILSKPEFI
# HttQ103 aggreg – mutant huntingtin aggregation inhibition | PC12 HttQ103-GFP aggregates, Acumen cytometry, 40 h | Potency, µM (doses to about 46.1 µM), without a hit: at the top dose activity change, negative = inhibition, hits mostly inhibitors | hit rate 1.1% among 220,000 | AID 1688; also: potency is read from the fitted curve at half-maximal effect; % is scaled to controls: 0 for no effect and ±100 for the full control effect; nearly all actives have a fitted effect of over 60% in size
#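 Ecdysone-promoter PC12 model expressing HTT exon 1 Q103 fused to GFP, induced by tebufenozide at 100 nM final. Compounds titrated; aggregates sized 1–25 µm scored on a 488 nm laser cytometer.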
# Lamin A splicing – changes lamin A minigene splicing in HeLa cells; HeLa LMNA splicing GFP/RFP minigene ratio, 48 h; Potency, µM (series often up to 46.1 µM), inactives show at the top dose ratio change, negative = inhibition, hits mostly inhibitors; hit rate 0.01% among 200,000; AID 1487; active = well fitted inhibition curve with a large enough effect in the signal ratio, with a control signal flat, not every such curve was filed as active; inconclusive = small, poorly fitted or top-dose-only effect, or effect the other way, or a change in a side signal; the % refers to the signal ratio; also: potency is read from the fitted curve at half-maximal effect; % is scaled to controls: 0 for no effect and ±100 for the full control effect
#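 S3 HeLa stable clones carrying a lamin A-EGFP splicing minigene plus DsRed2 were seeded at 600 cells/well in Opti-MEM with 2% FBS, pin-dosed and incubated 48 h at 37°C. Acumen cytometry (488 nm) gave the GFP/RFP total-intensity ratio.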
# Luc counter – counter-screen: inhibitors of Kinase-Glo firefly luciferase | Q27757 | Kinase-Glo luciferase, ATP luminescence, 8 min | Potency, µM (highest dose often 38.3 µM), for the others: top-dose activity change, negative = inhibition, hits mostly inhibitors | hit rate 0.28% among 200,000 | AID 1379; also: potency is read from the fitted curve at half-maximal effect; % is scaled to controls: 0 for no effect and ±100 for the full control effect; nearly all actives have a fitted effect of over 60% in size
#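 Substrate mix (final 50 mM imidazole pH 7.2, 50 mM KCl, 7 mM MgCl2, 10 uM ATP, 0.01% Tween 20, 0.05% BSA) plus pin-tool compound, then Kinase-Glo detection mix; 8 min ambient, luminescence read.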
# CBFb RUNX1 block – blocks binding between human CBF-beta and RUNX1; AlphaScreen CBFb-His/RUNX1-biotin binding, biochemical; 230,000 tested, under 10 active; Q01196+Q13951; Potency, µM (doses to about 59.8 µM), for inactives: at the top dose activity, negative = inhibition, hits mostly inhibitors; AID 1477; also: % of control where 0% means no effect
# Target sequence (Q01196 whole entry, looked up): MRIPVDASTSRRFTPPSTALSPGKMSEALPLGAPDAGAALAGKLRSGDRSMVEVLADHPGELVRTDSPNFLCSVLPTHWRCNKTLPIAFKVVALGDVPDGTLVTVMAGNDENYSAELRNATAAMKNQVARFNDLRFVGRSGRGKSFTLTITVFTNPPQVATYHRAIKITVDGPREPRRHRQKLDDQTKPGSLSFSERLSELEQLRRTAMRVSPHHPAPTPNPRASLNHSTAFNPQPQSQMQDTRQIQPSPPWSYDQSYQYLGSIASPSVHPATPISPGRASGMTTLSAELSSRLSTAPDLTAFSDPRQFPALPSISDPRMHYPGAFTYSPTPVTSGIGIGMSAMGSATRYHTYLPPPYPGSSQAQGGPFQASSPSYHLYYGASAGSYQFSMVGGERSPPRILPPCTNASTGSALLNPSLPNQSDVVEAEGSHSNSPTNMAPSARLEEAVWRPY
# Target sequence (Q13951 whole entry, looked up): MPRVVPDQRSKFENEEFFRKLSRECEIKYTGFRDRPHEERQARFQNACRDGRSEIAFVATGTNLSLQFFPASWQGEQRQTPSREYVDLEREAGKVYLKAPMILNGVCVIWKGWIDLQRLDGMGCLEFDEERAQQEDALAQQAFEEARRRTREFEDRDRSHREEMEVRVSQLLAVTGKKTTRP
#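 Bead-based AlphaScreen assay; binding partners His-tagged CBF-beta and biotinylated RUNX1 at 30 nM each. Compound exposure 15 min after a 20-min protein preincubation; bead step 90 min; all steps at room temperature.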
# * = called active by the depositor; ? = inconclusive; · = no result given; & = joins results of further samples; [ ] = another dose, or the depositor's remark. Unless noted, calls follow the shape of the dose curve; as a rule, active = well fitted curve in the direction sought with a large enough effect; inconclusive = small, poorly fitted or top-dose-only effect, or another doubt; inactive = no such curve, though single readings can be large; an effect the other way counts as inactive or inconclusive. Not all compounds are listed; count on the stated rates, not on these rows.
# Every second line gives: IMPase Li inh, Epigenetic derep, NPSR antagonist, HttQ103 aggreg, Lamin A splicing, Luc counter, CBFb RUNX1 block
- O=c1[nH]c(/C(Cl)=C/c2cccc(C(F)(F)F)c2)nc2cc(Cl)ccc12
  5%, 1.1%, 10%, 12%, -8%, -1%, -2%
- COc1cccc(NC(=O)c2cn(C)c(=O)c3cc(OC)c(OC)cc23)c1
  -5%[38.3 µM], 0.0%, -5%[46.1 µM], 14%, -5%, -1%, 0%
- CCCC(c1nnnn1CC(=O)OCC)N(Cc1cc2ccc(C)cc2[nH]c1=O)C1CCCC1 (configuration not stated)
  12%[38.3 µM], -0.7%, -25%[46.1 µM], -11%, 8%, -4%, 5%
- CC(Sc1nnnn1-c1ccccc1)C(=O)Nc1ccc(Cl)cn1 (configuration not stated)
  26%[38.3 µM], 0.9%, -6%[46.1 µM], 6%, 3%, 9%, 5%
- CCN(CC)c1nc2ccccc2nc1-n1nc(C)cc1C
  17%[38.3 µM], -0.5%, -6%[46.1 µM], 15%, -7%, -2%, 22%
- Cn1ccnc1Sc1ccc(/C=N/NC(=O)c2ccccc2[N+](=O)[O-])cc1[N+](=O)[O-]
  2%[38.3 µM], 0.0%, -12%[46.1 µM], -3%, 1%, -2%, -3%
- Cn1nc(C(F)(F)F)c(-c2ccc(Br)cc2)c1NC(=O)CSCC(=O)O
  ·, 0.0%, 5%, 7%[9.22 µM], ·, ·, 10%
- O=C(CCc1ccc(S(=O)(=O)N2CCOCC2)cc1)N1CCN(Cc2ccc3c(c2)OCO3)CC1
  36%[activator][38.3 µM], -0.3%, -13%[46.1 µM], 7%[9.22 µM], ?, 3%, 0%
- O=C(CSc1nc2ccccc2o1)N1CCN(S(=O)(=O)c2ccc3ccccc3c2)CC1
  6%, 1.3%, -7%, -31%, ?, 3%, -5%
- COc1ccc(NCc2nnc(SCC(=O)c3ccc(OC)cc3)n2C)cc1
  45%[activator][38.3 µM], -1.9%, 2%[46.1 µM], 17%, 1%, -1%, ?
- NCCCCC(N)C(=O)NC(Cc1ccc(O)cc1)C(=O)NC(CCCCN)C(=O)O (configuration not stated)
  -6%, -2.3%, ·, ·, -5%, -1%, ·
- CCOc1ccccc1NC(=O)CSc1ccccc1
  9%[38.3 µM], -1.0%, -17%[46.1 µM], -11%, 1%, -2%, 16%
- COc1ccc(OC)c(CNC(=O)c2cc(=O)[nH]c3ccc(S(=O)(=O)N4CCCC4)cc23)c1
  2%, -2.2%, 11%, ?, ·, -2%, 1%
- C=CCOC(=O)/C(=C\c1cccc2ccccc12)NC(=O)c1ccccc1
  5%[38.3 µM], -0.4%, -30%[46.1 µM], 9%, 4%, 3%, 0%
- N#Cc1cnn2c(-c3cccc(C(F)(F)F)c3)ccnc12
  ·, 0.1%, 4%, 36%[9.22 µM], ·, ·, 18%
- CC1(c2ccc3noc(-c4ccc(Cl)cc4)c3c2)OCCO1
  -9%[38.3 µM], -0.7%, 19%[46.1 µM], 12%, ?, -6%, 4%
- Cc1cc(Cl)c(S(=O)(=O)Nc2ccc(Cl)cn2)cc1OCC(N)=O
  6%, 0.0%, -7%[46.1 µM], -5%, -11%, -2%, -1%
- CCC(C)NC(=O)c1ccccc1NC(=O)/C(=C/c1ccc(OC)cc1)c1ccccc1 (configuration not stated)
  10%, 0.0%, -40%, -4%, 1%, 0%, 0%
- O=C(CCS(=O)(=O)c1ccccc1)Nc1ccc(-c2nc3ccccc3s2)c(O)c1
  11µM*, -1.5%, -60%, 4%, -10%, -3%, -5%
- CCN(CC(O)CON=C1c2ccccc2-c2ccccc21)S(=O)(=O)c1ccc(C)cc1 (configuration not stated)
  10%, 2.1%, -44%, ?, ?, 2%, -4%
- CCCCCn1c(N2CCN(c3cccc(Cl)c3)CC2)nc2c1c(=O)[nH]c(=O)n2C
  25%[38.3 µM], 3.7%, -24%[46.1 µM], 16%[9.22 µM], 5%, 5%, -3%
- O=C(c1ccc2c(c1)OCCO2)N1CCN(c2ccc([N+](=O)[O-])cc2)CC1
  12%, -2.2%, -16%, -16%, ·, -1%, -6%
- CN(Cc1ccccc1)C(=O)c1ccc2c(c1)NC(=O)C(N1CCOCC1)S2 (configuration not stated)
  10%, 3.3%, -11%, -6%, ?, -1%, 3%
- CCc1cc(CNC(=O)CC2C(=O)NCCN2Cc2ccccc2C(F)(F)F)on1 (configuration not stated)
  ·, 3.3%, 29%, -15%[9.22 µM], ·, ·, 4%
- COc1ccc(S(=O)(=O)N2CCC(C(=O)Nc3cccc(C(C)=O)c3)CC2)cc1C
  19%[38.3 µM], -2.1%, -11%[46.1 µM], -9%, -13%, 2%, 4%
- Cc1cccc(C(=O)NC2C(=O)NNC2c2ccc(Cl)cc2)c1 (configuration not stated)
  4%, -0.5%, -4%, 6%, ·, 11%, 15%
- CN(CCN(C)C(C)(C)C)C(=O)C(c1ccccc1)c1ccccc1
  ·, 5.8%, 3%, 27%[9.22 µM], ·, ·, 9%
- CCOC(=O)CSc1nc2cc(C(=O)N3CCC(C(N)=O)CC3)ccc2c(=O)n1C1CCCCC1
  1%, -0.2%, -24%, -24%, 2%[46 µM], -1%, 6%
- CCOC(=O)C(/C=C(\C#N)C(=O)OCC)=C(/N)N1CCN(c2c(C)cccc2C)CC1
  31%[38.3 µM], 0.1%, -2%[46.1 µM], -4%, 0%, 2%, -2%
- Cc1cc(NC(=O)CSc2nc3cc(Cl)ccc3s2)no1
  -9%[38.3 µM], -1.0%, -1%[46.1 µM], -17%, 1%, -2%, 6%

# Single records, from the list above. Order of values: IMPase Li inh | Epigenetic derep | NPSR antagonist | HttQ103 aggreg | Lamin A splicing | Luc counter | CBFb RUNX1 block
# Cc1cc(Cl)c(S(=O)(=O)Nc2ccc(Cl)cn2)cc1OCC(N)=O is entered as 6% | 0.0% | -7%[46.1 µM] | -5% | -11% | -2% | -1%
# N#Cc1cnn2c(-c3cccc(C(F)(F)F)c3)ccnc12 is entered as · | 0.1% | 4% | 36%[9.22 µM] | · | · | 18%

# Going on with the list:
# Every second line gives: IMPase Li inh, Epigenetic derep, NPSR antagonist, HttQ103 aggreg, Lamin A splicing, Luc counter, CBFb RUNX1 block
- Nc1nc(NCC2CCC(CNS(=O)(=O)c3cccc4ccccc34)CC2)nc2ccccc12 (configuration not stated)
  19%, -0.1%, ·, ·, ·, 0%[39.9 µM], -17%&-12%
- CCCCNC(=O)C1CCN(c2nc(C)cc(C)n2)CC1
  6%, 0.0%, 14%, -5%, -4%[46 µM], -2%, -4%
- CC1CN(C(=O)c2c(Br)cnn2C)CC(C)O1 (configuration not stated)
  0%, 0.0%, 14%, 28%, 5%, -4%, 3%
- CC(C)CSc1nc2c(=O)[nH][nH]c(=O)c2n1Cc1ccccc1
  2%, 3.5%, -12%[46.1 µM], 13%, -6%, -2%, 1%
- COc1ccc(OCC(=O)NCCC2=CCCCC2)c([N+](=O)[O-])c1
  9%, -2.9%, -16%, 8%, ?, -5%, -3%
- COc1cc2c(c(OC)c1OC)-c1c(cc(OC)c(OC)c1OC)C[C@](C)(O)[C@@H](C)C2
  ·, 7.7%, 17%, -26%[9.22 µM], ·, ·, -1%
- COC(=O)c1cn(Cc2ccccc2C)nn1
  -3%, -3.2%, 11%, 8%, 7%, 4%, -4%
- CCOc1ccc(N(CC(=O)N/N=C/c2cc([N+](=O)[O-])ccc2Cl)S(C)(=O)=O)cc1
  55%[activator][38.3 µM], -1.7%, -31%[46.1 µM], -17%, -5%, -2%, 5%
- Cc1nn(C)c(C)c1S(=O)(=O)N1CCC(CO)(Cc2ccc(Cl)cc2)CC1
  19%, -2.4%, 14%, -12%[9.22 µM], ?, -1%, -5%
- Cc1cc(C)n(-c2c(C)[nH]c3ccccc23)n1
  -4%, -3.9%, 7%, -1%, -12%[46 µM], 1%, -5%
- COc1ccc(CNC(=O)C(C)N2C(=O)COc3ccc(C)cc32)c(OC)c1 (configuration not stated)
  ·, -2.6%, 12%, ?, ·, ·, 6%
- CN(CC(=O)Nc1cccnc1)S(=O)(=O)c1ccccc1
  -3%[38.3 µM], 2.6%, -7%[46.1 µM], -1%, 1%, -4%, 4%
- CCC(C)NC(=O)N1c2ccccc2Sc2ccccc21 (configuration not stated)
  ·, -0.3%, 7%[7.67 µM], -17%[9.22 µM], ·, ·, 0%
- CCOC(=O)Cc1c(C)nc2c(C#N)c[nH]n2c1=O
  -4%[38.3 µM], -1.1%, 4%[46.1 µM], 15%, 12%, 4%, -1%
- COCCn1c(N)c(Sc2ccc([N+](=O)[O-])cc2)c(=O)[nH]c1=O
  1%, -1.2%, 1%, 17%, -6%[46 µM], 5%, 6%
- NC(=O)C(c1ccc(Cl)cc1)c1ccc(Sc2ccc(Cl)cc2)nn1 (configuration not stated)
  7%[38.3 µM], 0.9%, ?, ?, -10%, -2%, -6%
- [O-]/C(=C(\C(=S)Nc1cccc2ccccc12)[n+]1ccccc1)c1cccs1
  9%, -1.3%, -1%, -6%[9.22 µM], 9%[46 µM], 2%, -29%
- Cc1ccn(CCC(=O)N2CCCC(CCC(=O)N3CCN(c4ccccn4)CC3)C2)n1 (configuration not stated)
  5%, 0.1%, -15%, -15%[9.22 µM], ·, 0%, 10%
- Cc1nn(-c2ccc3nnc(Br)n3n2)c(C)c1Br
  ·, -7.8%, 0%[46.1 µM], 11%, -2%, ·, 2%
- CC(C)c1cc(C(=O)Nc2ccc3c(c2)OCO3)no1
  24%[38.3 µM], 0.0%, -6%[46.1 µM], 4%, -10%, -6%, -5%
- CC1CC2=C(NC(=S)NC2c2ccc(F)cc2)/C(=C/c2ccc(F)cc2)C1 (configuration not stated)
  -14%[38.3 µM], -1.1%, -13%[46.1 µM], -23%, 5%, 0%, -13%
- C/C(CCc1ccccc1)=N\NC(=O)CCc1ccccc1
  1%, -1.5%, 18%, 8%, -6%, -1%, 5%
- COc1cccc(C2CC(c3c(Cl)cccc3Cl)n3nc(N)nc3N2)c1 (configuration not stated)
  1%[38.3 µM], 0.0%, -8%[46.1 µM], -12%, -8%, 1%, 0%

# Some of these compounds in order of the HttQ103 aggreg value, smallest number first.
compound	HttQ103 aggreg
CN(CC(=O)Nc1cccnc1)S(=O)(=O)c1ccccc1	-1%
COC(=O)c1cn(Cc2ccccc2C)nn1	8%
Cc1nn(-c2ccc3nnc(Br)n3n2)c(C)c1Br	11%
CC1CN(C(=O)c2c(Br)cnn2C)CC(C)O1 (configuration not stated)	28%
